High-throughput results: PubChem, several laboratories
Neddylation inh: inhibitors of human cullin neddylation; P61081+Q13564; TR-FRET cullin neddylation, biochemical; calls only at 25 µM; 360,000 compounds, 0.58% hits; in the data active means inhibition above about 36%
Target sequence (P61081 whole entry, looked up): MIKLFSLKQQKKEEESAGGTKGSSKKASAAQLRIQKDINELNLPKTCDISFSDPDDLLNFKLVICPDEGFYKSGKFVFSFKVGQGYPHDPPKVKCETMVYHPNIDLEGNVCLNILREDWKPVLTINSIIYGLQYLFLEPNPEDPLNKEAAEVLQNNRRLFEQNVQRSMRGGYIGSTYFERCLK
Target sequence (Q13564 whole entry, looked up): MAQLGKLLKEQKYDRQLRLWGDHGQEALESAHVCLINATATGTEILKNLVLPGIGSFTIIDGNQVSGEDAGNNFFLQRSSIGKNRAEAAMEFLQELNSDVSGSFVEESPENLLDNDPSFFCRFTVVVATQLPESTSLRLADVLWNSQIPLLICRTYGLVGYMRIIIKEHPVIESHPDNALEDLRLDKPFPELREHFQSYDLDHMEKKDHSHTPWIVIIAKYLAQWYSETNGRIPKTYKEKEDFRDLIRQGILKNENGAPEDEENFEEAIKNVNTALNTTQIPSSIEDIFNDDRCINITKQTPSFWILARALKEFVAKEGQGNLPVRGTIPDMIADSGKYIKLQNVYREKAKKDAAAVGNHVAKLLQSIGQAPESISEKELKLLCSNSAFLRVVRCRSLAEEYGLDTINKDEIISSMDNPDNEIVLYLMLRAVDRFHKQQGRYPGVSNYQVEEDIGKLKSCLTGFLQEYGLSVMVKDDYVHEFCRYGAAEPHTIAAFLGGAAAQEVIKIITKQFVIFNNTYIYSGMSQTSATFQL
Rin1-Abl PPI inh: inhibitors of human Rin1-Abl protein interaction; inhibition, % at 7.35 µM; AID 588664; 360,000 compounds, 0.4% hits; TR-FRET Rin1/Abl binding, biochemical; in the data active means inhibition above about 5%, passing the limit was not always enough
CendR NRP1 mod: modulators of CendR peptide binding to human neuropilin-1. FAM-RPARPAR peptide binding to NRP-1, fluorescence polarization. inhibition, % at 25 µM. 360,000 compounds, 0.85% hits. O14786;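 active means inhibition or corrected inhibition above about 18%, plus a signal ratio from 0.5 to 1.5, limit read from the data, passing the limit was not always enough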; further: strong numbers were not always called active
SKN-1 block: C. elegans SKN-1 inhibition. 360,000 compounds, 0.49% hits. C. elegans VP596 Pgst-4::GFP/RFP ratio, acrylamide-induced, 24 h. inhibition, % at 21.8 µM;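 active means interference check ratio from 0.5 to 1.5 plus GFP to RFP signal ratio inhibition reaching or exceeding a fixed threshold, cut at about 30% in these data, passing the limit was not always enough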; further: some compounds called inactive have numbers as strong as hits
FAS-TE inh: blocks the thioesterase domain of human fatty acid synthase; P49327; recombinant FAS-TE, OMFH fluorogenic substrate, fluorescence endpoint; inhibition, % at 15 µM; 360,000 compounds, 0.67% hits;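 active means compounds whose normalised, plate-corrected inhibition of enzyme fluorescence in the single-dose primary screen is 50% or more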;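 further: 0% = DMSO with enzyme and 100% = substrate without enzyme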
E coli Lon inh: E. coli protease La inhibition. P0A9M0. purified E. coli Lon protease, fluorescence polarization. inhibition, % at 7.94 µM. 360,000 compounds, 0.42% hits; in the data active means inhibition above about 13%, passing the limit was not always enough;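 further: 0% = enzyme with probe and DMSO and 100% = no enzyme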
MT1-MMP act inh: blocks activation of human MT1-MMP | GFP/RFP ratio change, % at 20 µM | AID 651647 | 360,000 compounds, 0.061% hits | HT1080 RFP-PRO-GFP cells, GFP/RFP ratio fluorescence, overnight; percent of plate control window, DMSO zero;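 active means GFP/RFP ratio change of at least 30% with cell ATP level not reduced by more than half and red fluorescence within 50% of control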; further: strong numbers were not always called active
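Assay system – RFP-PRO-GFP reporter HT1080 cells · Compound dosing – single dose of 20 µM compound, 1% DMSO final · Incubation – overnight compound exposure at 37 °C · Measure – GFP/RFP fluorescence ratio · Benchmarks – DMSO wells and RFP-L50D-GFP cells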
MsrA inh: inhibitors of bovine MsrA; purified bovine MsrA, absorbance read-out; inhibition, % at 15.5 µM; 360,000 compounds, 0.75% hits; AID 651718; in the data active means inhibition above about 4.5%;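 further: 0% = vehicle wells with enzyme and 100% = reference inhibitor wells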
MsrA act: activators of bovine methionine sulfoxide reductase A; purified bovine MsrA, absorbance read-out; activation, % at 10.6 µM; 360,000 compounds, 0.3% hits; in the data active means activation above about 7.5%;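 further: 0% = vehicle and 100% = reference activator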
Active calls of the source: *; i = inactive; . = no result given; + = active, no number. Outcome played no part in choosing rows, and some 4.2% of all compounds hit somewhere here.

entry | SMILES | Neddylation inh | Rin1-Abl PPI inh | CendR NRP1 mod | SKN-1 block | FAS-TE inh
1 | Cc1nnsc1Sc1ccccc1 | i | 3 | -3 | -3 | -8
2 | COc1ccc(NC(=O)NCc2cccnc2)c(OC)c1 | i | 1 | -3 | -1 | -1
3 | CCOc1ccc(N2C(=O)/C(=C\c3ccc(O)c(OC)c3)S(=O)(=O)C2c2cccc([N+](=O)[O-])c2)cc1 (configuration not stated) | i | -2 | -51 | 8 | -1
4 | O=C(CN1C(=O)c2ccccc2C1=O)Nc1ccc(-c2nc3ccccc3o2)cc1 | i | -2 | 12 | -1 | 2
5 | O=C(Nc1ccc(C(=O)N2CCOCC2)cc1)C1CC1 | i | -2 | 2 | 11 | -3
6 | COc1ccc(S(=O)(=O)n2cccc2)c(OC)c1 | i | 1 | -8 | -14 | 3
7 | O=C(COC(=O)c1cccnc1Cl)Nc1ccc(N2CCCCC2)cc1 | i | -1 | 16 | 9 | -1
8 | Cc1c(C(=O)C(=O)NCC2CCCO2)c2ccccc2n1C (configuration not stated) | i | 1 | 0 | 16 | -3

entry | E coli Lon inh | MT1-MMP act inh | MsrA inh | MsrA act
1 | -2 | 1 | -0.6 | -3
2 | -12 | -1 | -1.2 | -11
3 | -7 | 1 | 1.8 | -7
4 | -2 | 2 | 0.4 | -1
5 | 8 | 3 | -0.4 | 2
6 | -3 | 3 | -0.2 | -2
7 | -16 | 4 | -1.1 | 2
8 | -11 | -2 | 2.5 | -4

By substructure: the entries above with an aryl methoxy group
entry | SMILES | Neddylation inh | Rin1-Abl PPI inh | CendR NRP1 mod | SKN-1 block | FAS-TE inh
2 | COc1ccc(NC(=O)NCc2cccnc2)c(OC)c1 | i | 1 | -3 | -1 | -1
3 | CCOc1ccc(N2C(=O)/C(=C\c3ccc(O)c(OC)c3)S(=O)(=O)C2c2cccc([N+](=O)[O-])c2)cc1 (configuration not stated) | i | -2 | -51 | 8 | -1
6 | COc1ccc(S(=O)(=O)n2cccc2)c(OC)c1 | i | 1 | -8 | -14 | 3

entry | E coli Lon inh | MT1-MMP act inh | MsrA inh | MsrA act
2 | -12 | -1 | -1.2 | -11
3 | -7 | 1 | 1.8 | -7
6 | -3 | 3 | -0.2 | -2

Next compounds follow:
entry | SMILES | Neddylation inh | Rin1-Abl PPI inh | CendR NRP1 mod | SKN-1 block | FAS-TE inh
9 | C=CCOc1ccccc1CNc1ccc2[nH]c(=O)[nH]c2c1 | + | 2 | -2 | 12 | -4
10 | C(=N\NC1=NCCN1)/c1ccncc1 | i | -1 | 6 | -4 | -4
11 | CC(NC(=O)c1ccc(F)cc1)c1ccc2c(c1)CCCC2 (configuration not stated) | i | 0 | -11 | 2 | 6
12 | CCCCNC(=O)c1ccc2c(c1)S(=O)(=O)c1ccccc1C2=O | i | 0 | -5 | -6 | 1
13 | COc1ccc(NS(=O)(=O)/C=C/c2ccc(OC)c(OC)c2)cc1 | i | -4 | -1 | 9 | 2
14 | COc1ccccc1NC(=O)c1ccc(CSc2ccccc2)o1 | i | 2 | 8 | -14 | 24
15 | CN(C)CCCNCCCNC(=O)c1ccccn1 | i | -1 | -7 | 13 | -2
16 | COC(=O)[C@]12CCCCC=C1N(Cc1ccco1)C(=O)[C@H](CC(=O)N1CCN(C(=O)c3ccco3)CC1)C2 | i | . | 9 | -3 | -6

entry | E coli Lon inh | MT1-MMP act inh | MsrA inh | MsrA act
9 | 25* | 4 | 1.2 | -2
10 | -4 | 0 | 0.2 | -1
11 | 2 | 1 | 0.5 | 1
12 | 2 | -2 | 1.0 | -8
13 | 11 | -6 | 0.3 | -3
14 | 7 | 1 | -0.9 | -9
15 | -15 | 4 | -1.1 | 0
16 | -3 | 5 | -0.5 | -2

entry | SMILES | Neddylation inh | Rin1-Abl PPI inh | CendR NRP1 mod | SKN-1 block | FAS-TE inh
17 | O=C(Nc1ccc(Oc2ccccc2)cc1)C1CC1 | i | -3 | 9 | -6 | 1
18 | Nc1c(C(=O)CSc2n[nH]c(-c3ccccc3)n2)c(=O)[nH]c(=O)n1C1CC1 | i | -1 | -1 | -13 | -2
19 | O=S(=O)(Nc1cccc(-c2nc3cccnc3s2)c1)c1ccc2c(c1)OCCO2 | i | -5 | -2 | 18 | 24
20 | CCOc1ccc(N(CC(=O)N2CCN(c3ccccc3OC)CC2)S(=O)(=O)c2ccc(C)cc2)cc1 | i | 2 | 1 | -8 | 26
21 | Cc1cccc(NC(=O)CSc2nc(N)c(NC(=O)c3cccs3)c(=O)[nH]2)c1C | i | 3 | 6 | -19 | -7
22 | CCCn1nnc(NC(=O)c2ccccc2Cl)n1 | i | 0 | 8 | 11 | -13
23 | COCCCNC(=O)CSc1nc2ccccc2c(=O)n1CCc1ccc(S(N)(=O)=O)cc1 | i | 1 | 14 | -6 | -2
24 | Cc1ccc(S(=O)(=O)Nc2ccc(C(=O)N3CCOCC3)cc2)cc1 | i | 4 | -1 | -8 | -6

entry | E coli Lon inh | MT1-MMP act inh | MsrA inh | MsrA act
17 | 11 | 1 | -0.5 | -7
18 | -3 | 11 | 0.3 | -8
19 | -17 | 4 | 0.5 | -1
20 | 0 | -1 | -0.6 | 0
21 | -1 | -1 | -0.5 | -2
22 | -13 | -2 | 1.2 | -2
23 | -4 | -4 | -0.7 | -5
24 | -6 | 2 | 1.4 | -3

entry | SMILES | Neddylation inh | Rin1-Abl PPI inh | CendR NRP1 mod | SKN-1 block | FAS-TE inh
25 | COc1cc2c(cc1OC)C1=CC(=O)C(=O)N1C(C)(C)C2 | i | -3 | -35 | 28 | -4
26 | O=C(/C=C/c1ccccc1)OCc1cncs1 | i | 2 | 0 | -4 | -3
27 | O=C1C=C(NCc2ccccc2)CCC1 | i | -4 | 4 | -8 | -9
28 | O=[N+]([O-])c1ccccc1/C=C/C=N/n1c(-c2cc(-c3ccccc3)n[nH]2)n[nH]c1=S | + | -3 | -8 | 3 | -2
29 | Cc1cccc(-n2cccc2)c1C#N | i | -1 | -6 | 8 | -1
30 | Cn1c(SCC(=O)Nc2cc(S(=O)(=O)N3CCOCC3)ccc2N2CCOCC2)nnc1-c1ccncc1 | i | 3 | 3 | 6 | -6
31 | CC1(C)C2CCC1(C)C(NC(=O)/C=C/c1ccccc1)C2 (configuration not stated) | i | 0 | 14 | -10 | 5
32 | CC1(C)CC(=O)C(C=NCCO)=C(O)C1 | i | -2 | 11 | 12 | -7

entry | E coli Lon inh | MT1-MMP act inh | MsrA inh | MsrA act
25 | 6 | -24 | 3.4 | -4
26 | -4 | 2 | 0.1 | -2
27 | -3 | -1 | -0.6 | -2
28 | -2 | 5 | -0.9 | -1
29 | -9 | 5 | -1.5 | -3
30 | 3 | -2 | -1.1 | -1
31 | 7 | -3 | 1.2 | -9
32 | 1 | 2 | 0.5 | -1

Looked up one by one from the list above:
entry | SMILES | Neddylation inh | Rin1-Abl PPI inh | CendR NRP1 mod | SKN-1 block | FAS-TE inh
27 | O=C1C=C(NCc2ccccc2)CCC1 | i | -4 | 4 | -8 | -9
25 | COc1cc2c(cc1OC)C1=CC(=O)C(=O)N1C(C)(C)C2 | i | -3 | -35 | 28 | -4
30 | Cn1c(SCC(=O)Nc2cc(S(=O)(=O)N3CCOCC3)ccc2N2CCOCC2)nnc1-c1ccncc1 | i | 3 | 3 | 6 | -6

entry | E coli Lon inh | MT1-MMP act inh | MsrA inh | MsrA act
27 | -3 | -1 | -0.6 | -2
25 | 6 | -24 | 3.4 | -4
30 | 3 | -2 | -1.1 | -1

Next part.
entry | SMILES | Neddylation inh | Rin1-Abl PPI inh | CendR NRP1 mod | SKN-1 block | FAS-TE inh
33 | Cc1ccc(-n2cc(-c3ccccc3)c3c(N4CCN(C)CC4)ncnc32)cc1 | i | 1 | -5 | 23 | 7
34 | Cc1ccccc1NC(=O)CSc1nc2n(n1)CCCCC2 | i | -5 | 8 | 3 | -6
35 | O=C(CCC(=O)c1ccc(F)cc1)NC1CCCN(Cc2ccccc2F)C1 (configuration not stated) | i | 3 | 6 | -5 | 1
36 | COc1cc(C)c(Br)cc1S(=O)(=O)N1CCCC1 | i | -2 | 2 | 5 | 1
37 | CCN(CC)c1ccc(/C=N/Nc2nc3ccccc3[nH]2)c(O)c1 | i | 5 | 5 | 7 | -90
38 | O=C(NCC(=O)N1CCN(Cc2ccccc2)CC1)c1ccc(Br)o1 | i | -1 | 5 | 5 | -6
39 | CCOC(=O)C1=C(COC(=O)c2cccnc2SC)NC(=O)NC1C (configuration not stated) | i | -1 | -4 | 5 | -3
40 | COc1ccc(N2C(=O)CC(NCc3ccc(F)cc3)C2=O)cc1 (configuration not stated) | i | -2 | 22 | 3 | 0

entry | E coli Lon inh | MT1-MMP act inh | MsrA inh | MsrA act
33 | 14 | -10 | 0.2 | -1
34 | 4 | 3 | -0.2 | -4
35 | -9 | -3 | -0.6 | -2
36 | 2 | 0 | 0.1 | -4
37 | 2 | 0 | 1.9 | 1
38 | -3 | -1 | 0.9 | -4
39 | 1 | 4 | -0.9 | -3
40 | -9 | 4 | 0.2 | 0

Whole records, quoted from the list. Order of values: Neddylation inh | Rin1-Abl PPI inh | CendR NRP1 mod | SKN-1 block | FAS-TE inh | E coli Lon inh | MT1-MMP act inh | MsrA inh | MsrA act
CCCn1nnc(NC(=O)c2ccccc2Cl)n1 is entered as i | 0 | 8 | 11 | -13 | -13 | -2 | 1.2 | -2
COCCCNC(=O)CSc1nc2ccccc2c(=O)n1CCc1ccc(S(N)(=O)=O)cc1 is entered as i | 1 | 14 | -6 | -2 | -4 | -4 | -0.7 | -5
Cc1nnsc1Sc1ccccc1 is entered as i | 3 | -3 | -3 | -8 | -2 | 1 | -0.6 | -3
CCCCNC(=O)c1ccc2c(c1)S(=O)(=O)c1ccccc1C2=O is entered as i | 0 | -5 | -6 | 1 | 2 | -2 | 1.0 | -8
COc1ccc(NS(=O)(=O)/C=C/c2ccc(OC)c(OC)c2)cc1 is entered as i | -4 | -1 | 9 | 2 | 11 | -6 | 0.3 | -3

More compounds follow.
entry | SMILES | Neddylation inh | Rin1-Abl PPI inh | CendR NRP1 mod | SKN-1 block | FAS-TE inh
41 | CCn1nnc(-c2ccccc2NC(=O)c2cc(OC)cc(OC)c2)n1 | i | -1 | 2 | 3 | 29
42 | O=C(NCCCN1CCCC1=O)c1nnc(Cc2c(F)cccc2Cl)o1 | i | 0 | 7 | -4 | -6
43 | CCCCc1ccc(-c2nc(-c3ccncc3)no2)cc1 | i | -1 | -9 | 7 | 8
44 | CC(C)NC(=O)CCS(=O)(=O)c1cccc2nonc12 | i | -5 | -4 | 15 | -6
45 | CC(C)(C)C(=O)Cn1c(=O)n(-c2ccc(F)cc2F)c(=O)c2sccc21 | i | -3 | -16 | 7 | -6
46 | O=C(NC1=NCCS1)C1CCCCC1 | i | -1 | -2 | -5 | -9
47 | NC(=O)c1ccsc1NC(=O)CCS(=O)(=O)c1ccc(Cl)cc1 | i | -1 | 4 | 4 | -4
48 | CN(CC1COc2ccccc2O1)C(=S)Nc1ccccc1F (configuration not stated) | i | 2 | 5 | 1 | -6
49 | CC1(C(=O)NS(=O)(=O)c2cccc(Cl)c2)CCN1C(=O)c1cccc2ccccc12 (configuration not stated) | i | 0 | 5 | 0 | -10

entry | E coli Lon inh | MT1-MMP act inh | MsrA inh | MsrA act
41 | 7 | -4 | -0.9 | -3
42 | -6 | 3 | -0.1 | 0
43 | 4 | -3 | -1.7 | -3
44 | 8 | 2 | -0.2 | -2
45 | 3 | 2 | 0.5 | -5
46 | -1 | 2 | -0.2 | -3
47 | -12 | 7 | -1.3 | -1
48 | -8 | 5 | 0.1 | -4
49 | 1 | 1 | 0.8 | -3
